ADAM10 inh = human ADAM10 inhibitors, primary screen, biochemical, QFRET, HTS | inhibition, % at 7 µM | Disintegrin and metalloproteinase domain-containing protein 10 (Homo sapiens), O14672 | 0.62% of 370,000 active | recombinant ADAM10, EDANS/DABCYL FRET peptide cleavage, 3 h;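 active = inhibition above a per-campaign cutoff equal to the mean of compounds falling between control-based bounds plus 3 SD, cut at about 20% in these data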;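 note: 0% = DMSO wells while the 100% control is not disclosed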
SMARCA2 act = SMARCA2 (BRM) function activators, primary screen, cell-based, luminescence, high throughput | MG213 cells, MMTV-luciferase reporter, dexamethasone, overnight | activation, % at 9.1 µM | 1% of 370,000 active | AID 652017, 2013; in the data active = activation above about 7.8%;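 note: 0% = vehicle wells and 100% = reference activator wells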
hcDAF-12 act = H. contortus DAF-12 nuclear receptor activators, primary screen, cell-based, luminescence, HEK293, lit1-tk-luc reporter. HEK293 hcDAF-12 lit1-tk-luc reporter; 0% DMSO, 100% Δ7-dafachronic acid. activation, % at 6.8 µM. 1.4% of 370,000 active;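 active = activation above the mean of all tested compounds plus 3 SD, cut at about 5.5% in these data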;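 note: 100% = response to 3 µM Δ7-dafachronic acid high control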
DAX1 inh-1 = DAX1 (NR0B1) inhibitors, primary screen, cell-based, HEK293, Gal4-DAX1, luciferase luminescence; Nuclear receptor subfamily 0 group B member 1 (Homo sapiens), P51843; HEK293 Gal4-DAX1 luciferase reporter; AID 504766, 2011; inhibition, % at 6.75 µM; 0.99% of 340,000 active;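 active = inhibition above the mean over all tested compounds plus 3 SD, cut at about 4.2% in these data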;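 note: 0% = DAX1-transfected cells with DMSO and 100% = empty-vector control cells with DMSO; inhibition shows as a rise in luminescence from relieved DAX1 repression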
Target sequence (P51843 207-470 limits assumed): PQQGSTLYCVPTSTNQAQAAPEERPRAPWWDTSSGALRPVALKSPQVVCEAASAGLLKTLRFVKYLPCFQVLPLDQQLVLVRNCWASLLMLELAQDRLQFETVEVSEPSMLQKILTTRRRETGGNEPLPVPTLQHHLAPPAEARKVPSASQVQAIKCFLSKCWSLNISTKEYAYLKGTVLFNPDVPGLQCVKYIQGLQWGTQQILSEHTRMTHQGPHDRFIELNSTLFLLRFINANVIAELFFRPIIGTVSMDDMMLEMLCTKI
hgDAF12 agonist = H. glycines DAF-12 receptor agonists, primary screen, cell-based, luminescence, HEK293, GAL4 fusion, UAS-luciferase. Nuclear hormone receptor DAF-12 (Heterodera glycines), GAL4 fusion. HEK293 GAL4-hgDAF12 UAS-luciferase reporter, agonist luminescence; normalized to butyrate control. activation, % at 6.8 µM. 1.8% of 370,000 active. AID 687014, 2013;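 active = activation above a cutoff set at the mean of all screened compounds plus 3 SD, cut at about 10% in these data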;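 note: 0% = DMSO wells and 100% = sodium butyrate wells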
ssDAF-12 act = S. stercoralis DAF-12 nuclear receptor activators, primary screen, cell-based, luminescence, HEK293, GRIP1 co-expression, lit1-tk-luc | 1% of 370,000 active | Nuclear hormone receptor DAF-12 (Strongyloides stercoralis) | activation, % at 6.8 µM | HEK293 ssDAF-12/GRIP1 lit1-tk-luc reporter; % of 3 µM dafachronic acid response;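 active = activation above the mean over all tested compounds plus 3 SD, cut at about 0.9% in these data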;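 note: 0% = DMSO-only wells and 100% = 3 µM delta7-dafachronic acid wells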
GC-A act = GC-A stimulated cGMP production enhancers – HEK293 GC-A cells, cGMP TR-FRET, EC30 ANP, primary screen; Atrial natriuretic peptide receptor 1 (Homo sapiens), P16066; 0% at EC30 ANP, 100% saturating ANP; activation, % at 10 µM; 0.14% of 370,000 active; AID 1671463, 2021; in the data active = activation above about 40%
DAX1 inh-2 = DAX1 (NR0B1) inhibitors on StAR promoter, primary screen, cell-based, luminescence, SF-1 (NR5A1), full-length DAX-1. HEK293T StAR-luciferase reporter, SF-1/DAX-1 repression relief. AID 652010, 2013. inhibition, % at 6.8 µM. 1.1% of 370,000 active;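 active = inhibition above the mean over all tested compounds plus 3 SD, cut at about 3.6% in these data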;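 note: 0% = DAX-1 cells with DMSO and 100% = cells lacking DAX-1 with DMSO; higher inhibition means more luminescence from relief of DAX-1 repression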
ADAM17 inh = ADAM17 inhibitors, primary screen, biochemical, QFRET; Disintegrin and metalloproteinase domain-containing protein 17 (Homo sapiens), P78536; recombinant ADAM17, EDANS/DABCYL FRET peptide cleavage; inhibition, % at 6.95 µM; 0.83% of 370,000 active;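 active = inhibition above the mean of compounds lying between control limits plus 3 SD, set per campaign, cut at about 8.5% in these data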;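 note: 0% = DMSO-only wells as the low control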
Target sequence (P78536 215-824 limits assumed): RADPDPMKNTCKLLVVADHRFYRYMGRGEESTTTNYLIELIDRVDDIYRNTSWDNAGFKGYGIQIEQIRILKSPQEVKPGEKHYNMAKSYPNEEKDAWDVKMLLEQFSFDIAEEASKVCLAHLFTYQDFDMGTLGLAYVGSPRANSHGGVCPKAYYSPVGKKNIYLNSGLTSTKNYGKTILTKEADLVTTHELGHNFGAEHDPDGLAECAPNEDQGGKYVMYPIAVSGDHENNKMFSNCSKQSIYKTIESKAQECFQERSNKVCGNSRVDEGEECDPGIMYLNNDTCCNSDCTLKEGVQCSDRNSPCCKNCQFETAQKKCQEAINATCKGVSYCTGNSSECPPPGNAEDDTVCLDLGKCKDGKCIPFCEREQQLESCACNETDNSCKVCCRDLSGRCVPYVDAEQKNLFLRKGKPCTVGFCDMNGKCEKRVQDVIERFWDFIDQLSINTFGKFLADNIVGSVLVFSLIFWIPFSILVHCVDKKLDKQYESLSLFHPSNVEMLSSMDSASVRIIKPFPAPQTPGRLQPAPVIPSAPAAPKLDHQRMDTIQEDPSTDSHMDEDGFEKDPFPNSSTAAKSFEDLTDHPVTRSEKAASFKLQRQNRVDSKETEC
GAA850 FXN act = FXN promoter activators, primary screen, cell-based, luciferase luminescence, HEK293 lucGAA850 | 0.56% of 360,000 active | HEK293 lucGAA850 FXN promoter luciferase reporter, 24 h; percent of 10 µM SAHA response | activation, % at 6 µM | AID 540364, 2011;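 active = activation above the average of all compounds screened plus 3 SD, cutoff fixed separately per campaign, cut at about 7.5% in these data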;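 note: 0% = DMSO wells and 100% = 10 µM SAHA wells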
PG9 binder = binders of HIV-1 gp120 antibody PG9, primary screen, biochemical, TR-FRET. HIV-1 gp120 / PG9 antibody interaction. TR-FRET gp120-PG9 antibody binding. inhibition, % at 6.7 µM. 0.43% of 360,000 active; in the data active = inhibition above about 8.5%
* = called active by the depositor; . = no result given.

A first look, four compounds:
The line under a structure holds: ADAM10 inh, SMARCA2 act, hcDAF-12 act, DAX1 inh-1, hgDAF12 agonist, ssDAF-12 act, GC-A act, DAX1 inh-2, ADAM17 inh, GAA850 FXN act, PG9 binder
- CC(=O)Nc1ccc2c(c1)C(=O)c1ccc(Cl)cc1-2
→ -11, -1, 0.0, 0.3, 0.0, -1.1, 0, -0.4, -2, -0.1, 0.3
- CC(=O)N(C1=C(N)C(=O)c2ccccc2C1=O)c1ccccc1
→ -7, -2, -1.0, -0.3, -5.2, 0.5, -8, -1.0, 2, -0.1, 1.1
- COCCCNC(=O)c1cn(CC(C)C)c(=O)c2c1c1ccccc1n2C
→ -348, 0, 1.8, -1.4, -0.4, -0.5, -26, -1.0, -91, -2.3, -2.1
- Cc1ccc(O)c(CP(=O)(c2ccccc2)c2ccccc2)c1
→ 2, -3, -1.9, -0.1, -2.0, -1.6, -10, -0.6, 3, -1.2, -1.6

The list itself, from the start:
The line under a structure holds: ADAM10 inh, SMARCA2 act, hcDAF-12 act, DAX1 inh-1, hgDAF12 agonist, ssDAF-12 act, GC-A act, DAX1 inh-2, ADAM17 inh, GAA850 FXN act, PG9 binder
- CC(=O)Nc1ccc2c(c1)C(=O)c1ccc(Cl)cc1-2
→ -11, -1, 0.0, 0.3, 0.0, -1.1, 0, -0.4, -2, -0.1, 0.3
- CC(=O)N(C1=C(N)C(=O)c2ccccc2C1=O)c1ccccc1
→ -7, -2, -1.0, -0.3, -5.2, 0.5, -8, -1.0, 2, -0.1, 1.1
- COCCCNC(=O)c1cn(CC(C)C)c(=O)c2c1c1ccccc1n2C
→ -348, 0, 1.8, -1.4, -0.4, -0.5, -26, -1.0, -91, -2.3, -2.1
- Cc1ccc(O)c(CP(=O)(c2ccccc2)c2ccccc2)c1
→ 2, -3, -1.9, -0.1, -2.0, -1.6, -10, -0.6, 3, -1.2, -1.6
- COc1ccc(CCNC(=O)CCc2nnc(Cc3ccc4c(c3)OCO4)o2)c(OC)c1
→ 1, 1, 0.9, 1.9, 2.6, -1.0, -5, 0.8, -3, 1.2, -2.5
- Cc1cc(Cl)ccc1OC(C)C(=O)Nc1ccc(S(=O)(=O)N2CCOCC2)cc1 (stereo not drawn)
→ 16, 1, -0.5, -0.4, -3.5, -1.1, 4, -2.2, 6, -0.2, -1.3
- COc1ccc(Nc2c([N+](=O)[O-])ccc3c2=NC2(CCCCC2)N=3)cc1
→ 2, 3, -1.1, -0.2, -2.5, -1.5, -7, -0.1, 0, 3.8, -15
- Cc1cnc(CNC(=O)C2CCC(=O)N(CCc3ccc(Cl)cc3)C2)cn1 (stereo not drawn)
→ -6, -3, -0.9, 0.5, -1.1, -0.1, 7, -0.4, 4, -1.1, -0.1
- O=C(NCc1ccco1)NCC(F)(F)F
→ 1, -1, -1.2, 1.7, -0.2, -1.0, 1, -1.1, -4, 1.7, 0.3
- CCC(=O)c1ccc(OCC(O)CNC(C)c2ccccc2)cc1 (stereo not drawn)
→ -3, -3, -1.3, -1.0, -2.4, -1.6, -1, -0.7, -2, 0.8, 0.9
- CC(C)OCCCN1CN(S(=O)(=O)c2cccc(Cl)c2)c2nc3ccccc3nc21
→ -271, -2, 2.1, 0.3, 3.1, -0.6, 8, -0.1, -84, 1.4, 0.5
- Cc1cccc(OCCNc2ccc([N+](=O)[O-])cn2)c1
→ 5, 2, -3.2, -0.1, 1.7, -2.1, -2, -0.9, 1, 1.4, -1.4
- O=C(NNC(=O)c1cccc2ccccc12)c1cccc(F)c1
→ -1, -2, 1.1, 0.4, 0.8, -0.1, -3, 0.1, -3, 1.7, 0.7
- COc1ccc(C)cc1NC(=O)C1CCCN(S(=O)(=O)c2ccc3c(c2)CCCN3C(C)=O)C1 (stereo not drawn)
→ 2, -3, -2.5, -1.1, -2.6, -1.1, 10, -0.7, 2, 0.7, -0.5
- CC(=O)c1cccc(N(C(=O)CNC(=O)c2ccco2)C(C(=O)NCC2CCCO2)c2ccccc2)c1 (stereo not drawn)
→ 7, -2, 2.0, -1.5, -0.1, -0.7, 3, 0.2, -3, 0.8, 0.5
- Nn1c(SCC(=O)N2CCOCC2)nnc1-c1cccnc1
→ 0, 0, -0.9, 0.6, -3.2, -1.6, 1, -1.1, -1, 1.8, 0.6
- O=C(CSc1ncn[nH]1)Nc1nc(-c2ccccc2)ns1
→ 8, -1, -0.4, -0.4, 1.4, -0.5, 1, 1.3, 2, 3.8, -0.6
- Cc1cc(C)n2nc(C(=O)OCC(=O)NC(=O)c3ccccc3)nc2n1
→ -9, -1, -0.8, -0.1, 1.4, -0.8, -1, 0.7, 0, 1.0, 0.9
- COc1ccc(NC(=O)N(Cc2cc3cc(C)ccc3[nH]c2=O)CC2CCCO2)cc1 (stereo not drawn)
→ -5, -5, -1.0, 0.3, -2.0, -1.3, -6, 0.0, -1, 0.1, -0.8
- CCC(=O)c1ccc(OCC(O)CN2CC(C)OC(C)C2)cc1 (stereo not drawn)
→ -1, 3, -0.9, 0.2, 1.6, -0.9, -1, -0.1, -1, -0.1, -1.5
- COC(C[C@H](O)[C@H](C)[C@@H](O)COCc1ccccc1)OC
→ -9, 0, 2.0, 3.1, 5.0, -1.4, 4, 0.5, -4, -1.0, -0.7
- O=C1CNc2cc(Cl)ccc2N1
→ -134, -1, 2.4, 0.1, 3.1, -0.4, 3, 0.5, -35, -1.7, 1.6
- CC1(NC(=O)NCc2ccccc2)CCS(=O)(=O)C1 (stereo not drawn)
→ -6, 2, -3.0, 1.0, 4.5, -1.4, 1, -0.3, -1, 0.1, -0.8
- CC(C)(C)NC(=S)N1CCC(C(=O)c2ccc(F)cc2)CC1
→ -3, -3, 1.8, 1.1, -0.1, 0.1, 2, -0.3, -5, -0.1, 2.8
- O=c1c2nncn2c2cccnc2n1CCNc1ncc(C(F)(F)F)cc1Cl
→ -5, 2, -0.8, -1.0, 2.5, -1.1, -5, -0.4, -3, 2.7, 0.3
- CCSc1nnc(NC(=O)c2cccnc2)s1
→ 1, 3, 0.7, 0.4, 2.7, -1.1, 1, 0.6, -1, 2.2, -1.7
- CC(=O)NC(=S)Nc1ccc(NC(=O)c2cccs2)cc1
→ 8, 3, -1.9, 0.9, 6.5, -1.1, -3, 0.7, 0, 4.9, -2.1
- COc1ccc(-c2nc(SCC(=O)N3CCOCC3)n[nH]2)cc1
→ 1, 1, 0.4, 0.1, -0.7, -1.2, 0, 1.0, -2, 0.3, 0.3
- COc1ccc(S(=O)(=O)N2CCCC2CNC(=O)C(=O)NCc2ccccc2)cc1 (stereo not drawn)
→ -7, -3, -1.6, 0.1, 1.1, -1.4, 2, -0.3, -4, 1.2, 0.6
- CN1C(=O)N(C)C2(c3ccccc3)Nn3c(s/c(=C/c4ccco4)c3=O)=NC12c1ccccc1 (stereo not drawn)
→ -22, -4, -1.6, 0.6, -0.6, -0.3, -3, -0.8, -6, 0.2, -1.6
- COc1ccc(-n2nc3c(c2NC(=O)c2ccc4c(c2)OCO4)CS(=O)(=O)C3)cc1
→ -3, -3, -2.1, -0.3, 0.2, -0.6, -6, 0.3, 4, -0.4, 0.7
- O=C(NCCc1cnccn1)C1CCC(=O)N(Cc2ccc(Cl)cc2)C1 (stereo not drawn)
→ 4, -1, 1.1, 0.6, 2.1, -0.3, 3, -0.4, -4, -0.7, -1.6
- COc1ccc2cc(C(=O)N3CCN(c4ccccc4F)CC3)[nH]c2c1
→ -5, 2, 4.6, -0.3, -0.1, 0.1, -4, 0.4, -1, 2.8, -1.1
- CC(C)NC(=O)C1(C)CCN1Cc1ccc(Cl)cc1 (stereo not drawn)
→ -7, -2, -0.6, ., 0.6, -1.6, 0, 0.7, -2, 1.5, 0.7
- CC(=O)Oc1ccccc1Cn1c(C)c(C(=O)N(C)Cc2ccc(F)cc2)sc1=O
→ -7, 0, -1.7, ., -2.2, -1.4, -7, -1.5, 0, -2.5, -2.3
- CCOC(=O)CCCN(c1[nH]c(C)c(C)c1C#N)S(=O)(=O)c1ccc(C)cc1
→ -11, 0, 0.9, -0.5, -1.3, 0.2, -11, 0.0, -2, -2.5, -1.6
- COc1ccc(NC(=O)c2cc3c(s2)CCC(C)C3)cc1S(=O)(=O)N1CCOCC1 (stereo not drawn)
→ -4, -6, -6.4, -3.5, -9.4, -3.0, 9, -3.0, -1, 0.2, -1.4
- CCCOC(=O)Nc1ccc(S(=O)(=O)Nc2ncccn2)cc1
→ -5, 1, -1.9, 1.4, 1.7, -0.9, 1, 0.4, -6, 3.0, -0.6
- c1ccc(COC2CCCN(Cc3nc(-c4cnccn4)no3)C2)nc1 (stereo not drawn)
→ 6, -2, 1.8, -0.3, 3.2, -0.5, -2, 0.3, -2, 0.3, -1.0
- Cc1cc(=O)n2[nH]c(N3C(=O)CCC3=O)nc2n1
→ 3, -1, -1.4, -0.7, 2.8, -1.4, 1, 0.0, 1, 0.9, 1.7
- CC(=O)N(c1ccc(C)cc1)C1C=CS(=O)(=O)C1 (stereo not drawn)
→ -9, -1, 0.7, 0.5, 1.9, -1.1, 3, 0.3, -1, 0.9, -2.6
- O=C(Oc1ccc2c(-c3ccccc3)cc(=O)oc2c1)c1cccs1
→ 2, 0, -0.5, 4.4*, 6.1, -1.8, 4, 0.1, -2, 2.5, 1.2

Screening results (PubChem)
